# RMI-FANCM inh = RMI-FANCM interaction inhibition; Fluorescence polarization, RMI core complex with F-MM2 peptide; active compounds read low; FP signal (polarization) at 33 µM; 70,000 tested, 0.58% active; in the data active means FP signal below about 40; further: inactives centre near 61; strong numbers were not always called active; unit not given here
# * = called active by the depositor; & = joins results of further samples. Not all compounds are listed; count on the stated rates, not on these rows.
compound | RMI-FANCM inh
O=C(CS(=O)(=O)c1cn(Cc2ccccc2Cl)c2ccccc12)N1N=C(c2cccs2)CC1c1ccc(F)cc1 (stereo unspecified) | 66
CCn1ncc(/C=C/C(=O)c2ccc(I)cc2)c1C | 64
Nc1ncnc2[nH]c(=S)[nH]c12 | 69
C=CCN1C(=O)C(C)(C)COc2ccc(NC(=O)COc3cccc(C)c3)cc21 | 68
O=c1nc(-c2ccccc2)c2cc(Br)ccc2[nH]1 | 60
O=C(C[n+]1ccccc1)c1cc2ccccc2oc1=O | 65
COc1ccccc1N1CCN(C(=O)Cc2csc(Nc3ccccc3)n2)CC1 | 66
CC(C)COc1ccc(S(=O)(=O)NCC2CCN(Cc3ccco3)CC2)cc1 | 78
COc1ccccc1Oc1nnc(-c2ccc(C)cc2)c2ccccc12 | 70
Cc1cc(C)c(S(=O)(=O)Cc2nc(-c3ccccc3)no2)c(C)c1 | 105
O=[N+]([O-])c1ccc(CSc2cc(-c3ccccc3)nc3ncnn23)cc1 | 56
Cn1ccnc1SCC(=O)Nc1ccc2c(c1)OCO2 | 55
COc1ncc(C(=O)NNC(=S)Nc2ccc(C)cc2C)cc1[N+](=O)[O-] | 55
COc1ccc(-c2ccc(=O)n(CCCNC(=O)c3ccc(F)cc3)n2)cc1 | 68
CCOc1cc(C(=O)Nc2nnc(SCC(=O)Nc3nnc(C)s3)s2)cc(OCC)c1OCC | 54
NC(=O)CN1C(=O)/C(=C\c2ccc(OCc3ccccc3)cc2)N=C1c1ccccc1 | 91
COc1ccc(-c2csc3ncnc(N4CCN(Cc5ccc6c(c5)OCO6)CC4)c23)cc1 | 79
O=C(NCCS(=O)(=O)N1CCN(c2ccccn2)CC1)c1cccs1 | 62
CCOC(=O)N1CCN(C(=O)CSc2nnc(-c3c[nH]c4ccccc34)n2C)CC1 | 59
Cc1cccnc1NC(=O)c1ccc(=O)n(Cc2cccc(F)c2)n1 | 62
N#Cc1c(-c2ccccc2Cl)c2c([nH]c1=O)-c1ccccc1CC2 | 60
Cc1ccc(NC(=O)CCn2nc(C)c(C)c2C)c(C)c1 | 62
Cc1cc(-c2nc(-c3ccnn3S(=O)(=O)c3ccccc3)cs2)no1 | 53
O=C(NC1CCCCC1)SCc1ccccc1 | 65
COc1ccccc1NC(=O)N(C1=NCCC1)c1cccc(F)c1 | 52
C/C(=N/O)c1nnn(-c2cc(C(F)(F)F)ccc2Cl)c1C | 55
Nc1nc(SCC(=O)c2ccc3c(c2)OCO3)n[nH]1 | 74
COc1ccc(S(=O)(=O)NCC2CCN(Cc3cccs3)CC2)cc1F | 76
C=CCNC(=O)C(=O)NCc1c(F)cccc1F | 57
Cc1ccc(Cn2c(=O)c3ncccc3n(Cc3ccc(C)cc3)c2=O)cc1 | 97
CC(C)CC(=O)NCCn1ncc2c(N3CCN(c4ccc(F)cc4)CC3)ncnc21 | 64
O=C(CNC(=O)c1ccccc1C(F)(F)F)N/N=C\c1c[nH]c2ccccc12 | 62
O=C(Cn1cc(Cl)c(=O)c(Cl)c1)N/N=C\c1ccc([N+](=O)[O-])s1 | 52
CS(=O)(=O)Nc1cccc(C2=NN(S(=O)(=O)c3ccc(Cl)cc3)C(c3ccc(F)cc3)C2)c1 (stereo unspecified) | 57
CC1(C)COc2ccc(NS(=O)(=O)c3ccc(F)cc3)cc2NC1=O | 61
C=CCn1c(SCC(=O)Nc2ccc(F)cc2)nc2scc(-c3cccs3)c2c1=O | 91

# Given with values ahead of the structure: part of the list above.
RMI-FANCM inh	Molecule
62	O=C(NCCS(=O)(=O)N1CCN(c2ccccn2)CC1)c1cccs1
59	CCOC(=O)N1CCN(C(=O)CSc2nnc(-c3c[nH]c4ccccc34)n2C)CC1
62	Cc1cccnc1NC(=O)c1ccc(=O)n(Cc2cccc(F)c2)n1
60	N#Cc1c(-c2ccccc2Cl)c2c([nH]c1=O)-c1ccccc1CC2
62	Cc1ccc(NC(=O)CCn2nc(C)c(C)c2C)c(C)c1
53	Cc1cc(-c2nc(-c3ccnn3S(=O)(=O)c3ccccc3)cs2)no1
65	O=C(NC1CCCCC1)SCc1ccccc1
52	COc1ccccc1NC(=O)N(C1=NCCC1)c1cccc(F)c1
55	C/C(=N/O)c1nnn(-c2cc(C(F)(F)F)ccc2Cl)c1C
74	Nc1nc(SCC(=O)c2ccc3c(c2)OCO3)n[nH]1
76	COc1ccc(S(=O)(=O)NCC2CCN(Cc3cccs3)CC2)cc1F
57	C=CCNC(=O)C(=O)NCc1c(F)cccc1F
97	Cc1ccc(Cn2c(=O)c3ncccc3n(Cc3ccc(C)cc3)c2=O)cc1
64	CC(C)CC(=O)NCCn1ncc2c(N3CCN(c4ccc(F)cc4)CC3)ncnc21
62	O=C(CNC(=O)c1ccccc1C(F)(F)F)N/N=C\c1c[nH]c2ccccc12
52	O=C(Cn1cc(Cl)c(=O)c(Cl)c1)N/N=C\c1ccc([N+](=O)[O-])s1

# The main list resumes, starting 2 compounds before the break.
compound | RMI-FANCM inh
CC1(C)COc2ccc(NS(=O)(=O)c3ccc(F)cc3)cc2NC1=O | 61
C=CCn1c(SCC(=O)Nc2ccc(F)cc2)nc2scc(-c3cccs3)c2c1=O | 91
COc1ccccc1Nc1nn2c(=O)c3cc(Cl)ccc3nc2s1 | 86
CN1C(=O)C(C)(C)COc2ccc(NC(=O)c3ccc(C(C)(C)C)cc3)cc21 | 71
COc1ccccc1CNC(=O)C(=O)Nc1c(C(N)=O)oc2ccccc12 | 55
COc1ccccc1N1CCN(S(=O)(=O)c2ccc(F)c(C(=O)Nc3cc(C(F)(F)F)ccc3Cl)c2)CC1 | 58
CCn1nccc1C(=O)Nc1nc2ccc(SC)cc2s1 | 66
Cc1c(C)c(C)c(C(=O)c2ccccc2C(=O)Nc2ccc(Br)c(Cl)c2)c(C)c1C | 56
CC(C)(C)n1ncc2c(=O)n(NC(=O)Cc3cccs3)cnc21 | 55
Clc1ccc2nc(N3N=C(c4ccc(Br)cc4)CC3c3ccccc3Cl)nc(-c3ccccc3)c2c1 (stereo unspecified) | 40
CN(C)C(=O)N1CCN(S(=O)(=O)c2ccc(F)cc2)CC1 | 64
O=S1(=O)CC(N2CCOCC2)c2ccccc21 (stereo unspecified) | 47
N#Cc1c(NC(=O)c2ccc(C(=O)c3ccccc3)cc2)sc2c1CCC2 | 60
Cc1cc(NC(=O)C(=O)NCC(=O)N2CCOC(c3ccccc3)C2)no1 (stereo unspecified) | 73
C=CCn1c(SCC(O)Cn2c3ccccc3c3ccccc32)nnc1-c1ccco1 (stereo unspecified) | 61
O=C(Nc1ccc(SCCN2CCCCC2)nn1)c1ccccc1 | 74
COc1ccc(S(=O)(=O)C(CNC(=O)c2cc3ccccc3oc2=O)c2ccco2)cc1 (stereo unspecified) | 54
O=C(CSc1nnc(NC(=O)c2cccs2)s1)Nc1ccccc1F | 53
Cc1sc2ncnc(SCC(=O)Nc3c(F)cccc3F)c2c1C | 88
COc1ccc(CCNc2ccc(C(F)(F)F)cc2[N+](=O)[O-])cc1OC | 53
CCc1ccc(S(=O)(=O)NCCOc2ccc3nnc(-c4cccc(F)c4)n3n2)s1 | 73
S=c1[nH]nc(-c2cccnc2)n1-c1cccc(Cl)c1 | 54
Cc1ccc(C(=O)NCC2CCCO2)cc1 (stereo unspecified) | 61
CC(C)(C)c1ccc(Oc2ccc(NC(=O)Nc3csc4ccccc34)cn2)cc1 | 53
COc1cc(C(=O)Nc2ccc3c(c2)CCCN3S(C)(=O)=O)cc(OC)c1OC | 55
O=C(NCc1ccccc1Cl)C(=O)NCC1CCN(Cc2ccco2)CC1 | 81
CCN(CC)S(=O)(=O)c1ccc(-c2cc(C(=O)OC)sc2C(F)(F)F)cc1 | 55
O=C(NC1C=CS(=O)(=O)C1)C1(c2ccccc2)CCCC1 (stereo unspecified) | 59
O=C(CSc1nnc2ccc(-c3cccc([N+](=O)[O-])c3)nn12)N1CCOCC1 | 57
COc1cccc(CCNC(=O)C(=O)Nc2cccc(OC)c2)c1 | 65
CC(Oc1ccccc1)C(=O)Nc1cccc(-c2nc3ccccc3o2)c1 (stereo unspecified) | 99
Cc1ccc(C)c(OCC(O)CN2CCC(Cc3ccccc3)CC2)c1 (stereo unspecified) | 79
Cc1nnc(C2CCCN(C(=O)Cc3ccc(Cl)cc3)C2)s1 (stereo unspecified) | 63
O=[N+]([O-])c1ccc(O)c(/C=N\O)c1 | 71
CCOc1ccc(CC(=O)Oc2c(Sc3ccccc3[N+](=O)[O-])c(C)nn2C(C)(C)C)cc1 | 59
O=C(COc1coc(CN2CCc3ccccc32)cc1=O)N1CCC(Cc2ccccc2)CC1 | 73
COCCCNC(=S)N/N=C\c1ccco1 | 53
O=C(NCc1ccc2c(c1)OCO2)N(c1ccccc1)c1ccccc1 | 63

# New compounds follow:
smiles	RMI-FANCM inh
Cc1c(C)c(C)c(CSC(=N)c2ccc[nH]2)c(C)c1C	54
O=C1CN(S(=O)(=O)c2ccccc2)C(c2ccccc2)c2cc(Br)ccc2N1 (stereo unspecified)	64
COCCN1CCCc2ccc(NS(=O)(=O)c3ccc(OC)cc3C)cc21	52
CCC(=O)N1CCc2cc(Br)cc(S(=O)(=O)NC3CCCc4ccccc43)c21 (stereo unspecified)	60
Cc1cccc(NC2CS(=O)(=O)CC2O)c1 (stereo unspecified)	61
CCN1C(=O)Cc2cc(NC(=O)C3CCCO3)ccc21 (stereo unspecified)	70
CC(=O)NNC(=S)Nc1cccc(F)c1	57
Cc1ccc2cccc(Oc3ncnc4scc(-c5ccc(C)c(C)c5)c34)c2n1	74
O=C(CCn1cnc2c([nH]c3ccccc32)c1=O)NCc1ccc(Cl)cc1	63
O=C1c2ccccc2C(=O)N1CCCOc1ccc(Cl)cc1	54
O=C(NC1CC(=O)N(c2ccccc2)C1)c1ccccc1 (stereo unspecified)	64
COc1ccc(Cl)c2sc(NCCN3CCOCC3)nc12	69
CCn1cc(C2NC(=S)NC(C)=C2C(=O)Nc2ccccc2)c(C)n1 (stereo unspecified)	61
COc1cccc(Cl)c1-c1nc(N)nc(N)n1	57
O=C(Nc1nnc(-c2ccno2)o1)C1CCN(S(=O)(=O)c2ccc(F)cc2)CC1	53
C(=Nc1nccs1)Nc1nccs1	58
O=C(c1cn(-c2cccc(Cl)c2)nn1)N1CCC(Cc2ccccc2)CC1	58
O=C(OCCOc1ccc([N+](=O)[O-])cc1)c1ccc(Br)o1	54
O=C(Nc1ccc2c(c1)N(C(=O)C1CC1)CC2)c1ccc(F)cc1Cl	67
CC(C)N(CC(O)COC12CC3CC(CC(C3)C1)C2)C(C)C (stereo unspecified)	72
COc1cc2ncnc(NC(C)c3ccccc3)c2cc1OC (stereo unspecified)	65
Cc1ccccc1N1OC2C(=O)N(c3ccc(F)cc3)C(=O)C2C1c1ccncc1 (stereo unspecified)	60
O=C(NCC1CCCO1)c1ccc(N2CCCCS2(=O)=O)cc1 (stereo unspecified)	55
COc1cc(S(=O)(=O)N2CCN(CCO)CC2)c(OC)cc1Br	68
O=C(CCCS(=O)(=O)c1ccc(Cl)cc1)Nc1ccc2c(c1)C(=O)NC2=O	65
O=C(Nc1ccc(F)cc1)N1CCN(c2ccc(-c3ccncc3)nn2)CC1	70
CN(C)CCCNC(=S)Nc1ccc(OC(F)F)cc1	55
CCc1cc(=O)[nH]c(SCC(=O)Nc2nnc(C)s2)n1	56
COc1cc2nc3sc(Nc4ccc(F)c(F)c4)nn3c(=O)c2cc1OC	64
Cc1ccc(Cn2nnc3c(SCC(=O)Nc4cc(C)on4)ncnc32)cc1	59
Cc1ccc(C2CC(=O)CC(c3ccc(C)cc3)S2)cc1 (stereo unspecified)	58
O=C(Nc1ccc(Br)cc1)N1CCCCC1	60
O=c1cc(C(F)(F)F)nc(SCc2cccnc2)[nH]1	53
O=S(=O)(CCCOc1ccc(F)cc1)N1CCN(c2ccccn2)CC1	68
Cc1cc(C)c2c(c1)sc(=NC(=O)c1cccc(N3C(=O)CCC3=O)c1)n2C	72
COc1cccc(NC(=O)CSc2nc3c(c(=O)[nH]2)CN(Cc2ccc(F)cc2)CC3)c1	62
O=C(NCC(O)COCc1ccccc1)c1ccccc1 (stereo unspecified)	54
CN1CCN(C(CNC(=O)NCc2ccccc2)c2ccc3c(c2)CCCN3C)CC1 (stereo unspecified)	62
Cc1ccc(S(=O)(=O)N2CCC3(Cl)CCCCC3C2c2ccccc2)cc1 (stereo unspecified)	60
CCOc1ccc2c(c1)c(=O)c(C(=O)c1ccc(F)cc1)cn2CC(=O)Nc1ccc(OC)cc1	70
O=C(Cn1cnc(-c2ccc(F)cc2)cc1=O)Nc1ccc2c(c1)OCCO2	106
Cc1ccc(S(=O)(=O)/C(=C\c2ccccc2)NC(=NCc2ccccc2)c2ccccc2)cc1	67
O=C(O)c1cncc(Br)c1	59&54&65
COc1ccc(S(=O)(=O)N2CCCC(C(=O)Nc3cc(C)nn3C)C2)cc1 (stereo unspecified)	68
CN(C)S(=O)(=O)c1ccc2nc(NC(=O)C3CCCCN3S(C)(=O)=O)sc2c1 (stereo unspecified)	65
Cc1c(Cl)ccc2sc(N(CC3CCCO3)C(=O)c3ccc(Cl)s3)nc12 (stereo unspecified)	50
CCOC(=O)c1cc(NC(=O)CC(C)(C)CC(=O)O)ccc1N1CCCCC1	56
S=C(Nc1ccc(Cl)cc1)NN1CCOCC1	57
CC1=CC(=C2C(=O)c3ccccc3C2=O)C=C(C)N1C(C)C	79
CN1C(=O)c2cccc(NC(=O)c3ccnn3C)c2C1=O	71
O=C(NCc1ccco1)C(=O)NCC1OCCN1C(=O)c1ccc(Cl)cc1 (stereo unspecified)	60
Cc1ccc(S(=O)(=O)Nc2ccc3c(c2)CC(=O)N3C)cc1Cl	69
O=c1[nH]c2cc(Cl)c(Cl)cc2[nH]c1=O	53&52
CCOc1ccc(NC(=O)Cn2c(=O)n(CCCCCC(=O)NCc3ccc(F)cc3)c(=O)c3sccc32)cc1	79
CCOc1cccc2sc(N(CCn3nc(C)cc3C)C(=O)C3CC3)nc12	70
NS(=O)(=O)c1ccc(NC(=O)CSc2nc3ccccc3s2)cc1	56
N#CCSc1nnc2[nH]c(=O)c3c(n12)CCCC3	67
CCOc1ccc(CC(=O)Nc2ccc3nc(C)n(-c4ccc(F)cc4)c(=O)c3c2)cc1	63
Cc1ccc(NC(=O)CN2CCC(C(=O)N3CCc4ccccc43)CC2)c(C)c1	67
COc1ccc(N2CC(NC(=O)Nc3ccccc3SC)CC2=O)cc1OC (stereo unspecified)	55
CC(=O)Nc1ccc(S(=O)(=O)Nc2ccc3c(c2)N(CCC(C)C)C(=O)C(C)(C)CO3)c(C)c1	64
